Screens: PubChem BioAssay, several laboratories
Myeloid diff 2 = compounds promoting myeloid differentiation; ER-HoxA9 myeloid progenitors, lysozyme-GFP differentiation, flow cytometry; calls only at 10 µM; 360,000 compounds, 1% hits; AID 624256;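 active = normalized GFP-positive differentiation at or above the plate's own cutoff, the solvent-only control mean plus 3 SD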;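 also: cells exposed to compound for four days before flow analysis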
NOD1 NF-kB reporter = NOD1 signaling inhibitors, primary screen, cell-based, luminescence, uHTS (AID 1578) | NOD1-driven NF-kB luciferase reporter cells, luminescence; higher % means a stronger effect | one-dose inhibition, % at 4 µM; EC50 in µM for titrated hits | 290,000 compounds, 1% hits; in the data active = inhibition mostly above about 36%, no sharp cut-off; inactive = mostly below about 34%;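 also: HEK-293T reporter cells stimulated with the NOD1 agonist gamma-tri-DAP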
NTR1 agonist = agonists of NTR1, primary screen, imaging, U2OS cells, beta-arrestin-GFP, high content (AID 493036) | NTR1-U2OS beta-arrestin-GFP spot imaging, agonist mode | activation, % at 20 µM | 330,000 compounds, 0.17% hits;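 active = activation at or above 40% of the spot to cytoplasm intensity ratio, with at least 20 cells analyzed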;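 also: 0% = DMSO without peptide and 100% = 100 nM NTR1 peptide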
Target sequence (P30989 whole entry, looked up): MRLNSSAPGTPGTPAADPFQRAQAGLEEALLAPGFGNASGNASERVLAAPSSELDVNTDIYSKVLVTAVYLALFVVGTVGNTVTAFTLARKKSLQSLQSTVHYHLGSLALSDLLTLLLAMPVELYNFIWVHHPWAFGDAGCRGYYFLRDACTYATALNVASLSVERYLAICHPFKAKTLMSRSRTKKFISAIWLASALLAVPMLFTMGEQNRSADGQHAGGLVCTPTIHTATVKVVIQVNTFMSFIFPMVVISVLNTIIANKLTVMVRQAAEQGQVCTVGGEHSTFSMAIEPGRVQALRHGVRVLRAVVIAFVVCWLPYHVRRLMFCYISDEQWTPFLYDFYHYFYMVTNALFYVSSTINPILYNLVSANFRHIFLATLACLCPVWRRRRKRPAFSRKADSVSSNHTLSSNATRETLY
KOR beta-arrestin-1 = KOR antagonists, beta-arrestin recruitment, cell-based, luminescence, uHTS (AID 1778); KOR beta-arrestin recruitment, luminescence, antagonist mode; higher % means a stronger effect; one-dose inhibition, % at 10 µM; IC50 in µM for titrated hits; 290,000 compounds, 0.091% hits; also: strong numbers were not always called active
T cell modulator = T cell immune modulators affecting CD8 T cell-vesicle binding; calls only at 7 µM; 330,000 compounds, 0.068% hits; 2C CD8+ T cell-vesicle binding, flow cytometry; stronger effect = lower value; AID 2052;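 active = response, share of CD8 T cells binding vesicles, and their 90th percentile fluorescence all below set limits, cut at about 80% in these data, passing the limit was not always enough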
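incubation = binding step 1.5 h, 37 °C, antibody labelling 20 min, ice | test system = 2C mouse CD8+ T cells | read-out basis = percent CD8+ FL2 mean versus row control | controls = Peptide-free naked vesicles (low) and QL9 vesicles with 0.7% DMSO vehicle (high) | detection = flow cytometry of vesicle-bound cells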
GPR55 LPI antagonism = GPR55 antagonists blocking LPI-driven arrestin recruitment, primary screen, imaging, U2OS, beta-arrestin-GFP, LPI agonist (AID 2013); inhibition, % at 10 µM; hits with a dose series show IC50 in µM; U2OS GPR55 beta-arrestin-GFP translocation imaging, LPI antagonism; higher % means a stronger effect; 290,000 compounds, 0.13% hits;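 active = spots per cell inhibited over 60%, with over 100 cells counted and total cytoplasm intensity under 500,000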;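 also: U2OS cells stably carrying GPR55 and arrestin-GFP stimulated by 5 µM LPI near EC80; imaged beta-arrestin-GFP aggregate spots per cell after agonist stimulation; plate controls were LPI-stimulated DMSO wells for no effect and DMSO wells without LPI for full effect; some results filed as inactive read as strong as hits; confirmed hits need IC50 under 10 µM and bright autofluorescent wells are also inconclusive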
HEK293 NOD2/NF-kB = inhibition of NOD2-driven NF-kB reporter – cell-based, luminescence, uHTS, HEK293 (AID 1566). HEK293 NOD2/NF-kB luciferase reporter, luminescence; higher % means a stronger effect. inhibition, % at 4 µM; hits with a dose series show EC50 in µM. 290,000 compounds, 0.63% hits; also: many of its hits are not listed in these tables
GPR55 activation = GPR55 agonists via beta-arrestin recruitment, primary screen, imaging, U2OS cells, beta-arrestin-GFP redistribution (AID 1961); U2OS GPR55 beta-arrestin-GFP redistribution imaging; higher % means a stronger effect; activation, % at 10 µM; hits with a dose series show EC50 in µM; 290,000 compounds, 0.048% hits;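 active = activation above 40% with more than 50 cells counted in the well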;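 also: U2OS osteosarcoma cells stably expressing GPR55 and beta-arrestin-GFP; plate controls were DMSO negative control for no effect and LPI positive control for full effect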
KOR beta-arrestin-2 = KOR agonists, beta-arrestin recruitment, primary screen, cell-based, luminescence, uHTS (AID 1777); one-dose activation, % at 10 µM; EC50 in µM for titrated hits; 280,000 compounds, 0.02% hits; KOR beta-arrestin recruitment, luminescence; higher % means a stronger effect; in the data active = activation above about 50%, passing the limit was not always enough; also: a part of the inactive calls stands beside numbers as strong as those of hits
T cell modulator vesicle-bound % = second read-out of T cell modulator, no call of its own (marks repeat the call); double positive events, %; measured here: CD8+ vesicle-bound cell fraction;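 binding gate set so that unloaded-vesicle control wells show 10% double positive cells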
NTR1 agonist cell count 20 µM = recorded beside NTR1 agonist, whose call it bears; cell count; measured here: cell count, cytotoxicity flag
Myeloid diff 2 GFP+ MAC1+ % = recorded beside Myeloid diff 2, whose call it bears; GFP+ MAC1+ double positive, %; measured here: differentiation confirmed by MAC1 staining
An asterisk follows results filed as active; [ ] = another dose, or the depositor's remark. Rule as the data show it, unless noted: active = inhibition above about 50%; inactive = the rest. The list is partial. The share of hits here may be higher or lower than overall.

`CCC1(CC)C(=O)NC(=O)NC1=Nc1cccc(OC)c1` gave Myeloid diff 2 inactive, NOD1 NF-kB reporter -31%, NTR1 agonist 0.9, KOR beta-arrestin-1 -31%, T cell modulator inactive, GPR55 LPI antagonism -2%, HEK293 NOD2/NF-kB 10%, GPR55 activation 0.1%, T cell modulator vesicle-bound % 18, NTR1 agonist cell count 20 µM 54 and Myeloid diff 2 GFP+ MAC1+ % 0.6.
For CCc1cccc(CC)c1NC(=O)c1ccccc1CCc1ccccc1 the results were Myeloid diff 2 inactive, NOD1 NF-kB reporter -26%, NTR1 agonist 1.1, KOR beta-arrestin-1 8%, T cell modulator inactive, GPR55 LPI antagonism -8%, HEK293 NOD2/NF-kB -25%, GPR55 activation -0.3%, KOR beta-arrestin-2 -0.4%, T cell modulator vesicle-bound % 50, NTR1 agonist cell count 20 µM 67 and Myeloid diff 2 GFP+ MAC1+ % 0.4.
For COc1ccc(/C(N)=N/OC(=O)c2ccc(Br)o2)cc1 the results were Myeloid diff 2 inactive, NOD1 NF-kB reporter -89%, NTR1 agonist 0.3, KOR beta-arrestin-1 -20%, T cell modulator inactive, GPR55 LPI antagonism 2%, HEK293 NOD2/NF-kB -43%, GPR55 activation 0.0%, KOR beta-arrestin-2 6.3%, T cell modulator vesicle-bound % 19, NTR1 agonist cell count 20 µM 45 and Myeloid diff 2 GFP+ MAC1+ % 3.8.
`Cc1cc(C=O)c(C)n1-c1ccc(NC2CCCCC2)c([N+](=O)[O-])c1` gave Myeloid diff 2 inactive, NOD1 NF-kB reporter 16%, NTR1 agonist 15, KOR beta-arrestin-1 -49%, T cell modulator inactive, GPR55 LPI antagonism 5%, HEK293 NOD2/NF-kB 3%, GPR55 activation 4.6%, KOR beta-arrestin-2 4.8%, T cell modulator vesicle-bound % 37, NTR1 agonist cell count 20 µM 65 and Myeloid diff 2 GFP+ MAC1+ % 1.1.
For COc1cc(-c2cc(C(=O)Nc3cccc(S(=O)(=O)N(C)C)c3)c3ccccc3n2)cc(OC)c1OC the results were Myeloid diff 2 inactive, NOD1 NF-kB reporter 44%, NTR1 agonist 0.9, KOR beta-arrestin-1 -36%, T cell modulator inactive, GPR55 LPI antagonism 9%, HEK293 NOD2/NF-kB 4%, GPR55 activation 0.4%, KOR beta-arrestin-2 0.9%, T cell modulator vesicle-bound % 18, NTR1 agonist cell count 20 µM 63 and Myeloid diff 2 GFP+ MAC1+ % 0.4.
Screening CSc1ccc(CCNC(=O)c2ccc(CS(=O)Cc3ccccc3Cl)o2)cc1 (stereo unspecified) returned Myeloid diff 2 inactive, NOD1 NF-kB reporter -6%, NTR1 agonist 0.6, KOR beta-arrestin-1 -8%, T cell modulator inactive, GPR55 LPI antagonism 3%, HEK293 NOD2/NF-kB 22%, GPR55 activation -0.1%, KOR beta-arrestin-2 0.2%, T cell modulator vesicle-bound % 6, NTR1 agonist cell count 20 µM 69 and Myeloid diff 2 GFP+ MAC1+ % 1.1.
`COc1cccc2[nH]c(C(=O)NCCCN3CCCC3=O)cc12` gave Myeloid diff 2 inactive, NOD1 NF-kB reporter 12%, NTR1 agonist 0.7, KOR beta-arrestin-1 -8%, T cell modulator inactive, GPR55 LPI antagonism -5%, HEK293 NOD2/NF-kB 11%, GPR55 activation -0.1%, KOR beta-arrestin-2 1.7%, T cell modulator vesicle-bound % 38, NTR1 agonist cell count 20 µM 58 and Myeloid diff 2 GFP+ MAC1+ % 5.7.
For CCOC(=O)c1[nH]c2cc(OC)c(OC)cc2c1NC(=O)c1ccc2c(c1)OCO2 the results were Myeloid diff 2 inactive, NOD1 NF-kB reporter -47%, NTR1 agonist 4.0, KOR beta-arrestin-1 14%, T cell modulator inactive, GPR55 LPI antagonism 6%, HEK293 NOD2/NF-kB 22%, GPR55 activation -0.1%, KOR beta-arrestin-2 1.7%, T cell modulator vesicle-bound % 22, NTR1 agonist cell count 20 µM 70 and Myeloid diff 2 GFP+ MAC1+ % 5.8.
S=C(NCCc1ccccc1)N1CCOCC1 was read as Myeloid diff 2 inactive, NOD1 NF-kB reporter -6%, NTR1 agonist 0.0, KOR beta-arrestin-1 -2%, T cell modulator inactive, GPR55 LPI antagonism 0%, HEK293 NOD2/NF-kB -6%, GPR55 activation -0.1%, KOR beta-arrestin-2 2.3%, T cell modulator vesicle-bound % 60, NTR1 agonist cell count 20 µM 96 and Myeloid diff 2 GFP+ MAC1+ % 0.8.
CCOC(=O)CC(=O)CSc1nc(CC)c(C)cc1C#N was read as Myeloid diff 2 inactive, NOD1 NF-kB reporter 7%, NTR1 agonist 0.8, KOR beta-arrestin-1 -21%, T cell modulator inactive, GPR55 LPI antagonism -4%, HEK293 NOD2/NF-kB -28%, GPR55 activation -0.1%, KOR beta-arrestin-2 8.0%, T cell modulator vesicle-bound % 41, NTR1 agonist cell count 20 µM 57 and Myeloid diff 2 GFP+ MAC1+ % 0.2.
For Nc1ccc(-c2nnn(Cc3ccccc3F)n2)cc1 the results were Myeloid diff 2 inactive, NOD1 NF-kB reporter -10%, NTR1 agonist 0.1, KOR beta-arrestin-1 -27%[20 µM], T cell modulator inactive, GPR55 LPI antagonism -13%, HEK293 NOD2/NF-kB 3%, GPR55 activation -0.3%, KOR beta-arrestin-2 7.9%, T cell modulator vesicle-bound % 62, NTR1 agonist cell count 20 µM 55 and Myeloid diff 2 GFP+ MAC1+ % 1.0.
Cc1ccc(-n2nc(-c3ccco3)cc2C(=O)NCc2cccnc2)cc1 was read as Myeloid diff 2 inactive, NOD1 NF-kB reporter -3%, NTR1 agonist -0.7, KOR beta-arrestin-1 2%, T cell modulator inactive, GPR55 LPI antagonism 9%, HEK293 NOD2/NF-kB 25%, GPR55 activation -0.1%, KOR beta-arrestin-2 1.3%, T cell modulator vesicle-bound % 12, NTR1 agonist cell count 20 µM 95 and Myeloid diff 2 GFP+ MAC1+ % 2.9.
`O=C(N/N=C/c1cccs1)c1cccc(S(=O)(=O)Nc2ccc(Cl)cc2)c1` gave Myeloid diff 2 inactive, NOD1 NF-kB reporter 0%, NTR1 agonist 0.0, KOR beta-arrestin-1 -42%[20 µM], T cell modulator inactive, GPR55 LPI antagonism 2%, HEK293 NOD2/NF-kB 19%, GPR55 activation 0.2%, KOR beta-arrestin-2 -1.9%, T cell modulator vesicle-bound % 49, NTR1 agonist cell count 20 µM 73 and Myeloid diff 2 GFP+ MAC1+ % 0.3.
Screening CN1C=CC=C/C1=C1/SC(=S)N(Cc2ccccc2)C1=O returned Myeloid diff 2 inactive, NOD1 NF-kB reporter 6%, NTR1 agonist -0.7, KOR beta-arrestin-1 8%, T cell modulator inactive, GPR55 LPI antagonism 10%, HEK293 NOD2/NF-kB 3%, GPR55 activation -0.2%, KOR beta-arrestin-2 -5.0%, T cell modulator vesicle-bound % 38, NTR1 agonist cell count 20 µM 45 and Myeloid diff 2 GFP+ MAC1+ % 0.5.
`Cc1cccc2cc(/C=N/NC(=O)CN3CCOCC3)c(Cl)nc12` gave Myeloid diff 2 inactive, NOD1 NF-kB reporter -80%, NTR1 agonist 1.4, KOR beta-arrestin-1 -37%, T cell modulator inactive, GPR55 LPI antagonism -5%, HEK293 NOD2/NF-kB -5%, GPR55 activation -0.2%, KOR beta-arrestin-2 2.9%, T cell modulator vesicle-bound % 50, NTR1 agonist cell count 20 µM 47 and Myeloid diff 2 GFP+ MAC1+ % 0.8.
Screening Cc1cc(C)nc(Nc2n[nH]c(-c3ccc(N)cc3)n2)n1 returned Myeloid diff 2 inactive, NOD1 NF-kB reporter -44%, NTR1 agonist -0.8, KOR beta-arrestin-1 -18%, T cell modulator inactive, GPR55 LPI antagonism 5%, HEK293 NOD2/NF-kB -59%, GPR55 activation 0.2%, KOR beta-arrestin-2 -0.5%, T cell modulator vesicle-bound % 46, NTR1 agonist cell count 20 µM 88 and Myeloid diff 2 GFP+ MAC1+ % 1.5.
COc1cc(CC(=O)OCC(=O)Nc2ccc([N+](=O)[O-])cc2)cc(OC)c1OC was read as Myeloid diff 2 inactive, NOD1 NF-kB reporter -32%, NTR1 agonist -1.1, KOR beta-arrestin-1 -10%, T cell modulator inactive, GPR55 LPI antagonism 7%, HEK293 NOD2/NF-kB 11%, GPR55 activation -0.3%, KOR beta-arrestin-2 -1.2%, T cell modulator vesicle-bound % 48, NTR1 agonist cell count 20 µM 53 and Myeloid diff 2 GFP+ MAC1+ % 0.3.
O=C(CN1CCC(NC(=O)c2ccccc2F)CC1)Nc1ccc2c(c1)OCO2 was read as Myeloid diff 2 inactive, NOD1 NF-kB reporter -28%, NTR1 agonist -0.8, KOR beta-arrestin-1 -9%[20 µM], T cell modulator inactive, GPR55 LPI antagonism 8%, HEK293 NOD2/NF-kB -2%, GPR55 activation 0.2%, T cell modulator vesicle-bound % 47, NTR1 agonist cell count 20 µM 61 and Myeloid diff 2 GFP+ MAC1+ % 0.0.
For Cc1cccc(C)c1OCc1nnc(SCC(=O)NCCc2ccccc2)o1 the results were Myeloid diff 2 inactive, NOD1 NF-kB reporter -14%, NTR1 agonist 1.1, KOR beta-arrestin-1 -18%, T cell modulator inactive, GPR55 LPI antagonism 2%, HEK293 NOD2/NF-kB -2%, GPR55 activation -0.4%, KOR beta-arrestin-2 0.7%, T cell modulator vesicle-bound % 54, NTR1 agonist cell count 20 µM 78 and Myeloid diff 2 GFP+ MAC1+ % 1.0.
For COc1cc(/C=N/N=C2/NC(=O)C(Cc3ccc(F)cc3)S2)ccc1O (stereo unspecified) the results were Myeloid diff 2 inactive, NOD1 NF-kB reporter -39%, NTR1 agonist 0.9, KOR beta-arrestin-1 -2%, T cell modulator inactive, GPR55 LPI antagonism 15%, HEK293 NOD2/NF-kB -45%, GPR55 activation 0.2%, KOR beta-arrestin-2 -2.9%, T cell modulator vesicle-bound % 55, NTR1 agonist cell count 20 µM 96 and Myeloid diff 2 GFP+ MAC1+ % 0.4.
